From PubChem
Yp Topo-I inh – Y. pestis Topo-I inhibition via cleavage products; Y. pestis Topo-I cleavage product accumulation, plate reader; activity, % at 10 µM; 0.064% of 360,000 active; AID 504884; in the data active = activity above about 50%, passing the limit was not always enough; note: inactives centre near 2
3CLpro inhibitor – SARS-CoV 3CLpro protease inhibition. inhibition, % at 6 µM. recombinant SARS-CoV 3CLpro, quenched FRET peptide cleavage. 0.14% of 290,000 active. P0C6X7; in the data active = inhibition above about 12%
Vc quorum ag – quorum light induction in luxS cqsA deficient V. cholerae; V. cholerae BH1578 lux reporter, luminescence, 6 h; activation, % at 18.7 µM; 0.16% of 350,000 active; AID 588436; in the data active = activation mostly above about 9.7%, no sharp cut-off; note: not every result past the cut was called active; inactives centre near 0; reference of the scale not given here
TcdB inh – TcdB glycohydrolase inhibition | TcdB glycohydrolase enzymatic assay, plate reader | inhibition, % at 9.99 µM | 0.24% of 350,000 active; in the data active = inhibition above about 10%
SSB-PriA inh – blocks PriA binding to SSB C-terminal tail. AlphaScreen SSBct-PriA binding, biotinylated peptide. inhibition, % at 33 µM. 0.6% of 430,000 active. AID 1272365; in the data active = inhibition mostly above about 37%, no sharp cut-off; inactive = mostly below about 20%;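 note: plate controls were negative control peptide for no effect and reference peptide for full effect; strong numbers were not always called active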
PfHsp40 rescue – rescue of PfHsp40-mediated yeast toxicity; S. cerevisiae expressing PfHsp40, growth rescue, ATP luminescence; growth rescue, % at 12.5 µM; 0.68% of 340,000 active; AID 504582; in the data active = growth rescue above about 28%, passing the limit was not always enough;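 note: yeast W303a lacking pdr1 and pdr3 grown in galactose medium; growth measured after three days at 30 °C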
Anthrax LF prot – anthrax lethal factor protease inhibition. P15917. multiplex microsphere protease cleavage assay, LF. inhibition, % at 10 µM. 0.12% of 360,000 active. AID 588501; in the data active = inhibition above about 30%; note: plate controls were buffer without enzyme for full effect and enzyme alone for no effect
Target sequence (P15917 whole entry, looked up): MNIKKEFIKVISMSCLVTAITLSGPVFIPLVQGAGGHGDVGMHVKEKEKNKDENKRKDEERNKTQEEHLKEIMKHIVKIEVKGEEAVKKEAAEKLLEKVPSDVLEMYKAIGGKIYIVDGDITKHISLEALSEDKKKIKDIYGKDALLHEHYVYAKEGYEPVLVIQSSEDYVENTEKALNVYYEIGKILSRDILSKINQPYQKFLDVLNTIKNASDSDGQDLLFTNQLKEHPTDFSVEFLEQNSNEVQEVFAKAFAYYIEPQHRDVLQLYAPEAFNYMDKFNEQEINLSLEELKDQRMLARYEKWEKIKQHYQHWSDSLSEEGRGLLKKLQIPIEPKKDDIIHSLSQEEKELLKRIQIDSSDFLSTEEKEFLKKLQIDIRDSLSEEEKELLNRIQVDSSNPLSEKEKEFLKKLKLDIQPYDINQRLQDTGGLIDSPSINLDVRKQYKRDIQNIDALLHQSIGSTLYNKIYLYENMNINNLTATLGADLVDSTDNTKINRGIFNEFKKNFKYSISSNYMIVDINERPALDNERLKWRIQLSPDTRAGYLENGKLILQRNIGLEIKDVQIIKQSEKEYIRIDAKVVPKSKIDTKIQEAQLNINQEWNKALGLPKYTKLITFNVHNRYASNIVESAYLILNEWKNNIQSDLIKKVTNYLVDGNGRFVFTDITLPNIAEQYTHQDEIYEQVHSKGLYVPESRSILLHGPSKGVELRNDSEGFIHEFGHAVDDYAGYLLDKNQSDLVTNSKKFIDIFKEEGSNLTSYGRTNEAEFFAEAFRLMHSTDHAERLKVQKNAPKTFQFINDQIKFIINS
DUSP3 inh – DUSP3 (human) phosphatase inhibition. P51452. recombinant VHR phosphatase, pNPP absorbance. inhibition, % at 13.3 µM. 0.52% of 290,000 active; in the data active = inhibition above about 50%; note: some compounds called inactive have numbers as strong as hits
Target sequence (P51452 whole entry, looked up): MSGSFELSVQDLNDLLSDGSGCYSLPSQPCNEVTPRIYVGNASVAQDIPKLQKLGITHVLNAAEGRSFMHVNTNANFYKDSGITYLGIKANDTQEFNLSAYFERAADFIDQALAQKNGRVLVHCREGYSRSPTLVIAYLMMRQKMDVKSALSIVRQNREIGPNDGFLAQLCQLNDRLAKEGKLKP
MazEF act – increases E. coli MazEF RNase cleavage of RNA; AID 504720; activation, % at 20 µM; 0.32% of 350,000 active; FAM/BHQ RNA-DNA oligo cleavage fluorescence, 5 h; in the data active = activation above about 50%
Target sequence (P0AE70 whole entry, looked up): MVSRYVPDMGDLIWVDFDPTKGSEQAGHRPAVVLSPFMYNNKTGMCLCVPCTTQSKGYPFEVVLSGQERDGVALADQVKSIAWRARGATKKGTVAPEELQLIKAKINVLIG
Rv3671c protease – inhibits the M. tuberculosis serine protease Rv3671c. inhibition, % at 5.96 µM. 0.048% of 320,000 active. AID 2606; in the data active = inhibition above about 38%;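 note: extracellular domain of Rv3671c used as enzyme; 0% = enzyme with DMSO and 100% = no enzyme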
The depositor's hits bear a star; i = inactive; . = not tested or not shown; & = joins results of further samples.

SMILES	Yp Topo-I inh	3CLpro inhibitor	Vc quorum ag	TcdB inh	SSB-PriA inh	PfHsp40 rescue	Anthrax LF prot	DUSP3 inh	MazEF act	Rv3671c protease
Cc1ccc(-n2c(C)cc(/C=N/NC(=O)CN(c3ccc(C)cc3C)S(C)(=O)=O)c2C)cc1	4	2	14	.	.	-0.3	-7	0	-5	-6
c1ccc(CCC2=NCCn3cccc32)cc1	0&1	-6	-4.5	0.9	6	0.1&-0.3	12&0	22	9&6	1
O=C(Cn1c(=O)c2c(ncn2Cc2ccccc2)n(Cc2ccccc2)c1=O)NC1CC1	4	-10	i	.	-4	0.8	-2	33	-30	-5
CCOc1ccccc1NC(=O)C1CC2CCCC(C1)C2=O (stereo not drawn)	-1	-1	i	.	-6	-0.9	-4	0	1	1
CCC(C)Nc1nc(N)c([N+](=O)[O-])c(Nc2cc(OC)ccc2OC)n1 (stereo not drawn)	-15	3	-5.3	2.1	19	0.3	9	5	14	6
COc1ccccc1NC(=O)c1c(O)c2ccccc2[nH]c1=O	-8	11	i	0.7	0	-0.3	3	.	-1	9
CC1=CC(=O)C2=C(C)CC[C@@H]3[C@H](OC(=O)[C@H]3C)[C@@H]12	6	.	i	1.5	-8	0.2	-8	11	1	-5
COCCNC(=S)N(CCc1c(C)[nH]c2ccc(C)cc12)Cc1cccnc1	11	1	i	0.9	17	-0.6	1	-1	4	-1
CC(C)C(c1nnnn1Cc1ccco1)N1CCN(c2cccc(Cl)c2)CC1 (stereo not drawn)	-4	4	-7.7	.	-4	2.5	-4	21	0	3
COc1ccccc1NC(C)=[N+](C)CCNS(=O)(=O)c1ccc(Cl)cc1	2	-7	i	1.9	.	-0.5	6	-9	-13	1
CNS(=O)(=O)c1ccc2c(c1)oc(=O)c1cc(S(=O)(=O)NC)ccc12	5	-5	-0.2	0.2	-8	0.5	4	29	-5	0
CC1=CC(C)(C)N2C(=O)C(=Nc3ccc(O)cc3)c3cccc1c32	5	6	-0.3	1.7	40*	-0.2	-5	4	11	-30
CO/N=C(\N)c1ccc([N+](=O)[O-])cc1	1	-2	-0.2	1.1	.	-1.5	-1	12	2	-6
CC(C)(C)c1ccccc1NC(=S)NCc1ccccc1	-5	8	-0.3	.	-8	-0.5	0	0	4	1
COc1cccc(C(=O)C2CCCN(Cc3ccon3)C2)c1 (stereo not drawn)	10	1	-0.2	0.7	-7	-1.9	0	9	8	8
Cc1c(NC(=O)c2c(N)sc3c2CCCC3)c(=O)n(-c2ccccc2)n1C	17	0	-0.6	1.4	2	-0.7	-5	-6	7	0
COc1cccc(NC(=O)c2nc3nc(C)cc(C(F)F)n3n2)c1	2	3	i	0.0	0	0.9	-1	7	2	-6
COCCCNC(=O)CN(c1cc(Cl)ccc1OC)S(=O)(=O)c1ccc(C)c([N+](=O)[O-])c1	1	1	i	-0.1	7	-0.1	-7	25	3	5
CC[N+](CC)(CC(=O)Nc1c(C)cccc1C)Cc1ccccc1	0	.	0.7	0.7	-10	-1.5	-4	.	11	4
CCNS(=O)(=O)c1ccc(CCC(=O)N2CCN(Cc3ccccc3)CC2)cc1	-1	1	-0.3	-0.2	-10	0.3	13	49	8	-5
O=C(COC(=O)Cc1ccc(Cl)cc1)Nc1cc(S(=O)(=O)N2CCOCC2)ccc1N1CCCC1	7	-1	0.3	-0.1	6	5.2	-1	7	-12	0
COc1cc(C2c3cc(O)c(OC)cc3CC3C(=O)OCC32)ccc1O (stereo not drawn)	0	.	-0.3	0.9	-1	-0.8	-7	.	12	.
CSc1ccc(/C=N/Nc2nc(C)cc(=O)[nH]2)cc1	-13	-2	-0.2	1.1	.	0.4	-5	13	9	-5
COc1ccccc1OCCNC(=O)CCNC(=O)c1ccccc1OC	0	.	-0.7	0.4	-10	0.4	-1	.	4	-5
O=C(O)c1ccc(S(=O)(=O)c2ccc3c(c2)C(=O)N(NC(=O)c2ccncc2)C3=O)cc1	-6	-4	i	-3.5	-3	-0.4	-6	14	13	11
Further structures
SMILES	Yp Topo-I inh	3CLpro inhibitor	Vc quorum ag	TcdB inh	SSB-PriA inh	PfHsp40 rescue	Anthrax LF prot	DUSP3 inh	MazEF act	Rv3671c protease
CCCOC(=O)Cn1cnc2scc(-c3ccc(OC)cc3)c2c1=O	-5	-8	-0.3	0.6	-18	1.0	5	34	-22	-8
O=C1c2ccccc2S(=O)(=O)N1CC1CC(c2ccc(Cl)cc2)=NO1 (stereo not drawn)	0	-4	-0.1	.	-30	0.5	0	0	-3	-3
CCCc1c(CC)c(=N)c2ccccc2n1C	3	0	i	1.6	-11	0.8	-3	16	-6	-7
O=C(CSc1ncccn1)N1CCCCCC1	-3	.	i	-6.1	-10	0.2	-8	.	-1	-3
CCCCCn1c(SC(C)C(C)=O)nc2c1c(=O)[nH]c(=O)n2C (stereo not drawn)	5	-2	-0.3	-4.8	-6	0.8	4	5	11	-1
COC(=O)C1=C(c2ccc(S(C)(=O)=O)cc2)C[C@@H]2CC[C@H]1N2C(=O)N1CCCCC1	8	.	-0.8	3.4	0	78*	-6	.	4	4
Cc1cccc(N2CC(C(=O)Nc3ccc(S(=O)(=O)N4CCOCC4)cc3)CC2=O)c1C (stereo not drawn)	26	-1	i	1.3	-1	0.6	-1	7	15	-4
CC(=O)c1ccc(NC(=S)Nc2ccc(Br)c(Cl)c2)cc1	-12	3	-0.3	0.4	-17	-0.8	-1	20	15	-4
CCn1cc(C(=O)OCC(=O)N(C)C2CCS(=O)(=O)C2)c(=O)c2ccc(C)nc21 (stereo not drawn)	1	-1	-5.0	.	-2	-1.1	0	42	-2	-6
Cc1ccc(NC(=O)C2=NNC(=O)CC2)cc1F	6	1	i	0.6	-1	-2.4	16	-3	5	1
O=C(NCC(c1ccc(F)cc1)N1CCOCC1)c1ccc(Br)o1 (stereo not drawn)	-1	2	-7.7	.	-6	0.4	-3	26	3	-19
COc1ccc(-c2nn(-c3ccccc3)cc2C2CC(c3cccs3)=NN2C(=O)CCC(=O)O)cc1 (stereo not drawn)	-1	2	-0.5	1.1	14	1.8	.	-28	-2	1
O=C(N=C1SC2CS(=O)(=O)CC2N1c1ccc(Cl)cc1Cl)C1CC1 (stereo not drawn)	6	0	-2.2	-0.2	0	-0.4	1	7	1	-4
Cc1ccc(C)c(S(=O)(=O)NCCCN2CCOCC2)c1	6	0	i	0.2	-2	-1.0	-4	1	0	-6
O=C(NCc1ccc(F)cc1)C1CCCN(C(=O)Nc2ccc(F)cc2)C1 (stereo not drawn)	0	-1	-10	-1.3	-6	-2.2	1	26	-23	5
O=C(Cc1ccc(Cl)cc1)Nc1cccc(S(=O)(=O)N2CCCCC2)c1	18	.	-0.2	1.0	-1	0.0	-4	.	2	-29
Cc1cnc(N)nc1-c1ccccc1	8	.	i	0.3	.	.	1	.	7	.
Fc1cccc(F)c1-c1nc2c(s1)CCc1onc(-c3ccc(Br)cc3)c1-2	0	.	-2.9	.	-7	-1.2	5	.	-3	0
CCOC(=O)C1=C(C)NC(=O)NC1/C=C/c1ccccc1OC (stereo not drawn)	-5	1	i	1.6	-10	-0.9	-1	19	16	-10
COc1ccccc1/C=C/CN1CCNC(=O)C1CC(=O)NCCc1cnccn1 (stereo not drawn)	5	3	i	3.6	-7	19	2	16	3	2
CC(/C=C/c1ccc2c(c1)OCO2)=N/NC(=O)c1ccncc1	-7	2	i	-2.5	.	1.1	12	33	-2	2
COc1cc(C(=O)NCc2nnc(SCC(=O)Nc3nc4ccccc4s3)o2)cc(OC)c1OC	-2	-7	-0.2	-0.1	-4	-0.7	0	3	3	5
N#C/C(=C\C=C\c1ccccc1)c1nc(-c2ccc(Cl)cc2)cs1	9	1	-0.6	0.5	2	-0.7	4	27	-20	-10
CCOC(=O)c1sc2ncnc(NCc3ccco3)c2c1C	1	-7	-0.5	.	-3	0.1	-3	-4	2	0
C/C=C(\C)C(=O)Nc1cccc(C2=NOC3(C2)C[C@H](C(N)=O)N(C(=O)C(c2ccccc2)c2ccccc2)C3)c1 (stereo partly drawn)	4	.	-0.1	.	-1	3.4	2	11	3	-1

Some entries already given with just 3CLpro inhibitor, DUSP3 inh and TcdB inh:
| structure | 3CLpro inhibitor | DUSP3 inh | TcdB inh |
| --- | --- | --- | --- |
| CCCCCn1c(SC(C)C(C)=O)nc2c1c(=O)[nH]c(=O)n2C (stereo not drawn) | -2 | 5 | -4.8 |
| COC(=O)C1=C(c2ccc(S(C)(=O)=O)cc2)C[C@@H]2CC[C@H]1N2C(=O)N1CCCCC1 | . | . | 3.4 |

(cont.)
SMILES	Yp Topo-I inh	3CLpro inhibitor	Vc quorum ag	TcdB inh	SSB-PriA inh	PfHsp40 rescue	Anthrax LF prot	DUSP3 inh	MazEF act	Rv3671c protease
CC(C)(CNCc1ccccc1)NS(=O)(=O)c1ccc(Cl)cc1	29	.	-0.2	-0.1	-24	1.3	0	.	0	-1
COc1ccc2ccccc2c1/C=N/NC(=O)CC1(C)OCCCO1	9	1	i	1.4	.	0.7	-3	-2	6	-14
N#Cc1ccc(CN2CCN(C(=O)CC(NC(=O)c3ccccc3)c3ccccc3)CC2)cc1 (stereo not drawn)	-5	3	i	0.7	2	0.6	-3	-4	6	-7
Cc1ccccc1N(C(=O)CS(=O)CC(=O)Nc1ccc(F)cc1)C(C)C(=O)NC(C)(C)C (stereo not drawn)	1	7	-0.5	1.1	-9	0.3	-2	-10	-9	6
O=C(O)c1ccc(-n2c(-c3cc(C4CC4)[nH]n3)n[nH]c2=S)cc1	5	2	-0.4	2.4	-3	-0.8	-2	5	3	7
COc1ccc(NS(=O)(=O)c2ccc3nc(COc4ccc(Cl)c(C)c4)[nH]c3c2)cc1	-6	-1	-0.1	.	8	2.3	-2	13	16	-243
CCN1C(=O)C(C(=O)NC(C)c2ccccc2)C2CC1(C)Oc1ccccc12 (stereo not drawn)	8	1	-0.2	.	-8	0.1	0	0	2	3

Nothing new here: 15 of the compounds above.
SMILES	Yp Topo-I inh	3CLpro inhibitor	Vc quorum ag	TcdB inh	SSB-PriA inh	PfHsp40 rescue	Anthrax LF prot	DUSP3 inh	MazEF act	Rv3671c protease
Fc1cccc(F)c1-c1nc2c(s1)CCc1onc(-c3ccc(Br)cc3)c1-2	0	.	-2.9	.	-7	-1.2	5	.	-3	0
CCOC(=O)C1=C(C)NC(=O)NC1/C=C/c1ccccc1OC (stereo not drawn)	-5	1	i	1.6	-10	-0.9	-1	19	16	-10
COc1ccccc1/C=C/CN1CCNC(=O)C1CC(=O)NCCc1cnccn1 (stereo not drawn)	5	3	i	3.6	-7	19	2	16	3	2
CC(/C=C/c1ccc2c(c1)OCO2)=N/NC(=O)c1ccncc1	-7	2	i	-2.5	.	1.1	12	33	-2	2
COc1cc(C(=O)NCc2nnc(SCC(=O)Nc3nc4ccccc4s3)o2)cc(OC)c1OC	-2	-7	-0.2	-0.1	-4	-0.7	0	3	3	5
N#C/C(=C\C=C\c1ccccc1)c1nc(-c2ccc(Cl)cc2)cs1	9	1	-0.6	0.5	2	-0.7	4	27	-20	-10
CCOC(=O)c1sc2ncnc(NCc3ccco3)c2c1C	1	-7	-0.5	.	-3	0.1	-3	-4	2	0
C/C=C(\C)C(=O)Nc1cccc(C2=NOC3(C2)C[C@H](C(N)=O)N(C(=O)C(c2ccccc2)c2ccccc2)C3)c1 (stereo partly drawn)	4	.	-0.1	.	-1	3.4	2	11	3	-1
CC(C)(CNCc1ccccc1)NS(=O)(=O)c1ccc(Cl)cc1	29	.	-0.2	-0.1	-24	1.3	0	.	0	-1
COc1ccc2ccccc2c1/C=N/NC(=O)CC1(C)OCCCO1	9	1	i	1.4	.	0.7	-3	-2	6	-14
N#Cc1ccc(CN2CCN(C(=O)CC(NC(=O)c3ccccc3)c3ccccc3)CC2)cc1 (stereo not drawn)	-5	3	i	0.7	2	0.6	-3	-4	6	-7
Cc1ccccc1N(C(=O)CS(=O)CC(=O)Nc1ccc(F)cc1)C(C)C(=O)NC(C)(C)C (stereo not drawn)	1	7	-0.5	1.1	-9	0.3	-2	-10	-9	6
O=C(O)c1ccc(-n2c(-c3cc(C4CC4)[nH]n3)n[nH]c2=S)cc1	5	2	-0.4	2.4	-3	-0.8	-2	5	3	7
COc1ccc(NS(=O)(=O)c2ccc3nc(COc4ccc(Cl)c(C)c4)[nH]c3c2)cc1	-6	-1	-0.1	.	8	2.3	-2	13	16	-243
CCN1C(=O)C(C(=O)NC(C)c2ccccc2)C2CC1(C)Oc1ccccc12 (stereo not drawn)	8	1	-0.2	.	-8	0.1	0	0	2	3

This is a subset; the hit share may differ from the screen's.
